# TSHR antag: Antagonists of the Thyroid Stimulating Hormone Receptor: HTS campaign | Thyrotropin receptor (Homo sapiens), P16473 | TSHR-expressing cells, TSH-stimulated cAMP HTRF, 2 h; stronger effect = lower value | activity change, negative = inhibition, % at 11.5 µM | 330,000 tested, 0.2% active | AID 504810, 2011;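 active means activity change below a set negative limit, meaning inhibition stronger than a set level, cut at about -70% in these data; inconclusive means activity change between two set negative limits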; further: on the % scale 0 is the no-effect control and ±100 the full control effect
#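 TSHR-expressing cells were treated with compounds, then stimulated with TSH at EC80 (4nM final) for 2 hours at 37 deg C. Cellular cAMP was measured by HTRF competition between lysate cAMP and cAMP-d2 for a cryptate-labelled anti-cAMP antibody.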
# KCNH2 WT inh: qHTS for Inhibitors of KCHN2 3.1: Wildtype qHTS. U2OS, BacMam KCNH2, thallium flux FluxOr; stronger effect = lower value. activity change, % at 1.84 µM. 340,000 tested, 0.37% active. AID 720551, 2013;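 active means maximum activity change below -70%; inconclusive means maximum activity change between -70% and -50%; inactive means maximum activity change above -50%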; further: on the % scale 0 is the no-effect control and ±100 the full control effect
#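 U2OS cells transduced with wild-type KCNH2 virus are loaded with FluxOr dye for 45 min, and thallium flux is measured in kinetic reads before and after stimulation buffer. Rate constants are normalized to DMSO controls.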
# PKM2 activator: qHTS Assay for Activators of Human Muscle isoform 2 Pyruvate Kinase; 260,000 tested, 0.34% active; AID 1631, 2009; Pyruvate kinase PKM (Homo sapiens), P14618; purified PKM2, Kinase-Glo ATP luminescence, activation; response scale: 0% is enzyme alone, no compound; Potency, µM (doses to about 57.5 µM), without a hit: top-dose activation, actives largely listed as activators; further: potency means the concentration at half of the fitted maximal effect; on the % scale 0 is the no-effect control and ±100 the full control effect; nearly all actives have a fitted effect of over 55% in size
#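 ATP formation by purified human PK-M2, quantified via coupled luciferase luminescence after 1 h at room temperature with 0.1 mM ADP and 0.5 mM PEP final.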
# Menin-MLL TR inh: qHTS Assay for Inhibitors Targeting the Menin-MLL Interaction in MLL Related Leukemias: Competition With Texas Red Labeled MLL-derived Mutant Peptide; O00255; Menin + Texas Red MLL mutant peptide, fluorescence polarization; Potency, µM (titrated, usually from 61.6 µM), for inactives: top-dose FP activity change, negative = inhibition, actives largely listed as inhibitors; 270,000 tested, 0.23% active; AID 1768, 2009; active means well fitted inhibition curve with a large enough effect in the polarisation, with a control signal flat, not every such curve was filed as active; inconclusive means small, poorly fitted or top-dose-only effect, or effect the other way, or a change in a side signal; inactive means no such curve, though single readings can be large or run the other way; the % refers to the polarisation; further: potency means the concentration at half of the fitted maximal effect; % of control where 0% means no effect; many of its hits are not listed in these tables
# GALK inhibitor: qHTS Assay for Inhibitors of Human Galactokinase (GALK) | AID 1868, 2009 | Purified GALK, Kinase-Glo residual ATP luminescence | P51570 | 270,000 tested, 0.007% active | Potency, µM (doses to about 57.5 µM), inactives show at the highest dose activity change, negative = inhibition, actives largely listed as inhibitors; further: potency means the concentration at half of the fitted maximal effect; on the % scale 0 is the no-effect control and ±100 the full control effect
#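 Luminescence from leftover ATP (Ultra-Glo luciferase/luciferin) served as read-out after a 1 h room-temperature reaction of 5 nM GALK with 35 uM ATP and 100 uM galactose.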
# Mito fusion act: qHTS Assay for Small Molecule Inhibitors of Mitochondrial Division or Activators of Mitochondrial Fusion; 320,000 tested, 0.23% active; AID 485298, 2010; Potency, µM (titrated, usually from 46.1 µM), for inactives: at the top dose growth rescue (activation), actives largely listed as activators; S. cerevisiae fusion-defective mutant growth rescue, CellTiterGlo 48 h;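 further: potency means the concentration at half of the fitted maximal effect; % of control where 0% means no effect; nearly all actives have a fitted effect of over 45% in size; temperature-sensitive fusion mutants such as fzo1-1 at 37 °C on non-fermentable ethanol glycerol medium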
#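 Read-out: ATP-based luminescence (CellTiterGlo, 10 min ambient) reporting growth of fusion-defective ts yeast after 48 hours at 37C on glycerol/ethanol YPEG medium in the presence of compound.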
# USP2a inh: qHTS Assay for Inhibitors of Ubiquitin-specific Protease USP2a Using CHOP2 as the Reporter. AID 463254, 2010. USP2 core, Ub-CHOP2 coupled fluorogenic reporter, 485/531. Potency, µM (titrated, usually from 38.3 µM), for the others: at the highest dose activity change, negative = inhibition, most hits filed as inhibitors. 330,000 tested, 0.01% active;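 further: potency means the concentration at half of the fitted maximal effect; plate controls were DMSO wells for no effect and full inhibition by NEM control for full effect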
#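 Deubiquitinase activity read as fluorescence (485/531 nm) after Ub-CHOP2 cleavage activates the enterokinase reporter on its substrate; USP2 core 10nM, Ub-CHOP2 and substrate 25nM each, 30min compound preincubation then 60min RT; data normalized to NEM, curves fitted.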
# MBNL1 CUG block: qHTS Assay for Inhibitors of MBNL1-poly(CUG) RNA binding; TR-FRET MBNL1-His/biotin-(CUG)12 binding, 665/545 ratio; Potency, µM (series often up to 57.5 µM), for the others: top-dose activity change, negative = inhibition, hits mostly inhibitors; 280,000 tested, 0.036% active; active means well fitted inhibition curve with a large enough effect in the signal ratio, with a control signal flat, not every such curve was filed as active; inconclusive means small, poorly fitted or top-dose-only effect, or effect the other way, or a change in a side signal; inactive means no such curve, though single readings can be large or run the other way; the % refers to the signal ratio; further: potency means the concentration at half of the fitted maximal effect; on the % scale 0 is the no-effect control and ±100 the full control effect
#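 Compound titration spanned 92 nM–58 uM against the MBNL1-His/biotin-(CUG)12 complex. After 60 min at room temperature with 5 nM streptavidin-XL665 and 0.055 ng/ul terbium anti-His, ratiometric 665/545 nm emission (Ex 340 nm) normalized to controls.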
# BCR signal inh: qHTS Assay to Find Inhibitors of Chronic Active B-Cell Receptor Signaling. 340,000 tested, 0.05% active. ABC-DLBCL IkBa-CBG/CBR reporter, luminescence ratio, 4 h. Potency, µM (highest dose often 46.1 µM), without a hit: at the top dose ratio change, negative = lower green/red ratio, actives largely listed as inhibitors; active means well fitted inhibition curve with a large enough effect in the signal ratio, with a control signal flat, not every such curve was filed as active; inconclusive means small, poorly fitted or top-dose-only effect, or effect the other way, or a change in a side signal; the % refers to the signal ratio;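 further: potency means the concentration at half of the fitted maximal effect; plate controls were basal doxycycline-induced cells for no effect and cells given 10 µM MG132 for full effect; MG132 reads +100%, hits lower the ratio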
#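 Concentration-response series (up to 46 uM) were applied to TMD8 dual-reporter cells for 4 h at 37C with doxycycline. Green/red ratio, after filter-overlap correction, defined %Activity; red signal alone was normalised to basal cells and zero luminescence.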
# Eya2 inh: qHTS Assay for Inhibitors of the Phosphatase Activity of Eya2 | Protein phosphatase EYA2 (Homo sapiens), O00167 | recombinant Eya2, OMFP fluorescence dephosphorylation (OMFP is methylfluorescein phosphate) | Potency, µM (series often up to 76.9 µM), inactives show at the highest dose activity, negative = inhibition, usual class: inhibitors | 330,000 tested, 0.006% active; further: potency means the concentration at half of the fitted maximal effect; on the % scale 0 is the no-effect control and ±100 the full control effect
# Target sequence (O00167 whole entry, looked up): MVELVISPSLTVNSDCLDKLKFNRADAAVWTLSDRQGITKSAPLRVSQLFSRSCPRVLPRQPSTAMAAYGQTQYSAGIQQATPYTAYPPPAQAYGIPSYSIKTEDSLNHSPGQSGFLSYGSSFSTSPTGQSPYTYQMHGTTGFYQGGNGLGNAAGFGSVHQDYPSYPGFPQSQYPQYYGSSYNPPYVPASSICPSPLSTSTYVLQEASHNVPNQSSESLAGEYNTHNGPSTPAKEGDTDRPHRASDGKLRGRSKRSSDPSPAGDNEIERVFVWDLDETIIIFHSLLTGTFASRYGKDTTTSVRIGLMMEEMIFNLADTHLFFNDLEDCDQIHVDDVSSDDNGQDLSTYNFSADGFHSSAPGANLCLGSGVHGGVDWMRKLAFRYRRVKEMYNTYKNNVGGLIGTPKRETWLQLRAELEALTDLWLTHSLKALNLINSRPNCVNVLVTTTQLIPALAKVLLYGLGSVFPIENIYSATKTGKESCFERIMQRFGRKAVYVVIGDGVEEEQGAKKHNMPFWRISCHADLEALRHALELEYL
#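 Eya2 (0.2 uM) preincubated 10 min at ambient with compound, then OMFP substrate added at 50 uM; 10 min reaction in 50 mM HEPES pH 7.5, 50 mM NaCl, 5 uM MgCl2, 0.05% BSA, 1 mM DTT. Fluorescence read at Ex 485/Em 525 nm.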
# S-ASM inh: Inhibitors of Secretory Acid Sphingomyelinase (S-ASM): qHTS | AID 504937, 2011 | Potency, µM (series often up to 57.5 µM), without a hit: at the highest dose activity change, negative = inhibition, usual class: inhibitors | Sphingomyelin phosphodiesterase (Homo sapiens), P17405 | placental ASM, HMU-PC fluorogenic substrate, 60 min | 340,000 tested, 0.006% active; further: potency means the concentration at half of the fitted maximal effect
# Target sequence (P17405 47-631 limits assumed): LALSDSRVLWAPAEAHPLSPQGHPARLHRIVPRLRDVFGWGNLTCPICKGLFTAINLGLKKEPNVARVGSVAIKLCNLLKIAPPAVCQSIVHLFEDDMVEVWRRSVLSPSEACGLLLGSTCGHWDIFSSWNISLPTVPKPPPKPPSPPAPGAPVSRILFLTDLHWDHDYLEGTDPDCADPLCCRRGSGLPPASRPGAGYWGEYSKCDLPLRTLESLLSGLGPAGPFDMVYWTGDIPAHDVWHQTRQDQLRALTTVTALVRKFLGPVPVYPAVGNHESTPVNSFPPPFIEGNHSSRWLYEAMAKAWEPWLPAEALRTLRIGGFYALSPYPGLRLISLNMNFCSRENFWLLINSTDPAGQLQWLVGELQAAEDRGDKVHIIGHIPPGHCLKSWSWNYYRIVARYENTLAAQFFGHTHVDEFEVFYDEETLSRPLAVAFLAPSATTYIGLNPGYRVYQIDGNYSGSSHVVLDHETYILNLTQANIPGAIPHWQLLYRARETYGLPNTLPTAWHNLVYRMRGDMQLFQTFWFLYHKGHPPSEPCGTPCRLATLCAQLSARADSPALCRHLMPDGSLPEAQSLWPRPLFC
#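 Human placenta-derived ASM preincubated with compound 10 min at room temperature, then reacted with 9 uM (final) fluorogenic HMU-PC substrate for 60 min at 37 C. Stop solution raises pH to 10; fluorescence read at Ex 386/Em 447 nm.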
# The depositor's hits bear a star; i = inactive; ? = inconclusive; . = not tested or not shown; & = joins results of further samples; [ ] = dose if it differs, or a comment. Unless noted, the call rests on the fitted dose curve; in most records, active means well fitted curve in the direction sought with a large enough effect; inconclusive means small, poorly fitted or top-dose-only effect, or another doubt; inactive means no such curve, though single readings can be large; an effect the other way counts as inactive or inconclusive.
SMILES,TSHR antag,KCNH2 WT inh,PKM2 activator,Menin-MLL TR inh,GALK inhibitor,Mito fusion act,USP2a inh,MBNL1 CUG block,BCR signal inh,Eya2 inh,S-ASM inh
Cc1cccc(N2C(=O)NC(=O)/C(=C\c3cc(C)n(-c4sc5c(c4C#N)CCCC5)c3C)C2=O)c1C,18,0,14%,1%,-5%,4%,-1%,-3%,?,-18%,-3%
CCOC(=O)C1=C(N)OC2=C(C(=O)CCC2)[C@]12C(=O)N(CC(N)=O)c1ccccc12,7,-4,1%,.,0%,-2%,6%,.,?,16%,-2%
C=CCn1c(O)c(C(CC)=NCCc2ccccc2)c(=O)[nH]c1=O,-9,-2,-2%,-8%,0%,5%,0%,-7%,17%,5%,-8%
COc1ccccc1-n1c(-c2ccccc2)nc2ccccc2c1=O,-22,17,12%,-26%,.,2%,3%,-3%,-15%,-10%,0%
CSc1ccc(C(=O)C(C)(C)N2CCOCC2)cc1,14,-4,3%,14%,0%,-7%,1%,-2%,1%,-3%,3%
NP(=O)(Oc1ccc(Cl)cc1)Oc1ccc(Cl)cc1,12,-21,19%,?,-1%,-10%,0%,-9%,?,-21%,0%
O=C(C1c2ccccc2C(=O)N2CCc3ccccc3C12)N1CCC2(CC1)OCCO2 (centres undefined),23,15,-3%,-1%,0%,3%,-1%,0%,-1%,8%,3%
CCOC(=O)c1sc(NC(=O)CN2CCN(c3ccc(OC)cc3)CC2)nc1C,0,-7,3%,-10%,-6%,-2%,-1%,-9%,?,0%,-19%
O=C(c1ccc2c(c1)N(Cc1ccccc1)CCS2)N1CCC2(CC1)OCCO2,-3,-6,.,.,6%,-3%,1%,5%,8%,-2%,53%[activator]
CC1=NN(Cc2c[nH]c3ccccc23)C(C)(C)C1,0,i,0%,?,1%,2%,-1%,-2%,-2%,8%,4%
O=C(COc1ccc2ccccc2c1)N1CCN(Cc2ccncc2)CC1,42,-8,-19%,2%,3%,-1%,-18%,-4%,21%,-3%,4%
COc1cccc(-n2c(/C=C/c3ccc(O)c(O)c3)nc3ccccc3c2=O)c1,32,-9,22%,?,-12%,7%,-1%,5%,?,?,-3%
CN(C)C(=O)Oc1ccc([N+](=O)[O-])cc1,15,1,3%,-8%,1%,-5%,1%,19%,1%,1%,-1%
COc1ccccc1N1CCN(C(=O)CCS(=O)(=O)c2ccc3c(c2)oc(=O)n3C)CC1,13,-6,.,.,6%,-1%,1%,-2%,?,2%,-1%
Cc1nc2c(c(=O)[nH]1)C(c1ccc([N+](=O)[O-])cc1)c1c(c3ccccc3oc1=O)O2 (centres undefined),-10,-10,-5%,.,3%,0%,0%,-12%,-15%,-11%,9%
CCOP(=O)(c1ccc(N(C)C)cc1)C(O)c1ccccc1F (centres undefined),0,3,.,-13%,9%,-6%,-1%,-2%,?,-7%,0%
CC(C)NS(=O)(=O)c1ccc(OCC(=O)N2CCN(Cc3ccccc3)CC2)c(Cl)c1,3,-3,11%,2%,0%,-4%,-5%,0%,0%,-14%,7%
CCOP(=O)(OCC)c1cc(CC)ccc1O,-3,-2,4%,.,-2%,0%,2%,.,?,0%,2%
NC(=O)Cn1cc(C(=O)c2ccccc2)c2ccccc21,-15,2,-4%,17%,-2%,-2%,0%,-3%,-1%,-22%,0%
CC(=O)c1ccc(-c2ccc(Cn3c(C)nc4cc(N)c(C)nc43)cc2)cc1,-24,-1,-1%,-2%,-1%,-2%,?,?,-10%,2%,-2%
Oc1ccc(C(=C(Cl)Cl)c2ccc(O)cc2)cc1,4,.,.,?,3%,-23%,1%,-4%,-1%,-4%,.
COC(=O)c1c(N)n(Cc2ccc(OC)cc2)c2nc3ccccc3nc12,-12,11,0%,-1%,-4%,11%,-3%,?,10%,7%,i
COC(=O)C1=C(c2ccc(OC)c(OC)c2)C[C@@H]2CC[C@H]1N2C(=O)NCCNC(C)=O,-1,20,.,.,.,-3%,1%,.,-4%,4%,0%
COc1ccc(CC(=O)Nc2ccc3c(C(F)(F)F)cc(=O)oc3c2)cc1OC,3,19,0%,3%,1%,-1%,3%,?,-1%,-1%,-9%
COC(=O)C(O)(c1ccc(NC(=S)NC(=O)c2ccc(Cl)cc2Cl)c(C)c1)C(F)(F)F (centres undefined),-10,0,10%,-1%,1%,-24%,-9%,-8%,?,-13%,-6%
SMILES,TSHR antag,KCNH2 WT inh,PKM2 activator,Menin-MLL TR inh,GALK inhibitor,Mito fusion act,USP2a inh,MBNL1 CUG block,BCR signal inh,Eya2 inh,S-ASM inh
CN(C)C(=O)OCc1n(C)cc[n+]1C,8,-3,-11%,-6%,1%,-6%,3%,-21%,7%,6%,2%
O=C(Cn1ncc2c3ccccc3n(Cc3cccc(Cl)c3)c2c1=O)N1CCC2(CC1)OCCO2,-21,10,-2%,1%,-4%,?,5%,-7%,?,3%,-7%
c1ccc2c(CCNC3=NCCC3)c[nH]c2c1,23,-18,19%,0%,2%,-2%,-2%,-6%,1%,-6%,2%
CC(C)N1CC=C(c2c[nH]c3ccccc23)CC1,-2,8,1%,-4%,2%,-1%,1%,?,2%,5%,134%[activator]
COc1cccc(CNCCc2c[nH]c3ccccc23)c1,-2,13,.,1%,4%,-16%,0%,0%,-3%,7%,-4%
CC(=O)N1CCN(c2ccc(NC(=O)c3ccccc3)cc2)CC1,26,4,1%[11.5 µM],-13%,-4%,1%,1%,5%,?,3%,4%
Cc1cc(/C=C2\C(=O)NC(=O)N(c3ccccc3F)C2=O)c(C)n1-c1cc(C(=O)O)cc(C(=O)O)c1,0,-22,.,26%,.,-2%,-1%,-2%,0%,0%,2%
O=C(Cn1cc(C(=O)c2ccccc2F)c2ccccc21)NCc1ccco1,7,-9,-5%,14%,1%,3%,1%,6%,?,5%,7%
O=C(c1ccc(C(F)(F)F)cc1)C1CCCN(Cc2ccc(CO)o2)C1 (centres undefined),12,10,-2%,-11%,1%,-4%,2%,-10%,1%,3%,7%
CN(C)/C=C(\C=[N+](C)C)c1[nH]ncc1[N+](=O)[O-],-5,-5,-1%,0%,-2%,0%,0%,2%,13%,-1%,5%
O=[N+]([O-])c1cc(S(=O)(=O)c2ccc(O)c([N+](=O)[O-])c2)ccc1O,-7,12,-1%,2%,-1%,0%,1%,.,?,10%,-3%
CCOC(=O)C1=C(N)OC(C)=C(C(=O)OCCOC)C12C(=O)Nc1ccccc12 (centres undefined),5,1,-2%,-3%,2%,-5%,1%,-8%,0%,-9%,4%
O=C(C1CCCN(S(=O)(=O)c2cccc3nsnc23)C1)N1CCC2(CC1)OCCO2 (centres undefined),-1,13,-11%,1%,2%,2%,2%,?,?,-12%,-2%
CC[C@@H](CO)NC(=O)[C@@H]1C=C2c3cccc4[nH]cc(c34)C[C@H]2N(C)C1,-17,-4,.,9%,.,4%,.,.,.,2%,8%
O=c1c2ccccc2[se]n1-c1ccccc1,-13&-39,5,-85%,?,1%,0.46µM*,3%,16%,?,10%&-2%,-4%
C=CCn1c(O)c(C(C)=Nc2ccc(N(CC)CC)cc2)c(=O)[nH]c1=O,-12,9,3%,-4%,-4%,-3%,1%,10%,-17%,-19%,?

# From PubChem BioAssay

# A portion of the library (hit frequency here may not be typical).
